# Source: PubChem BioAssay (National Center for Advancing Translational Sciences (NCATS))
# HttQ103 aggreg – inhibitors of mutant huntingtin aggregate formation in PC12 cells | PC12 HttQ103-GFP aggregates, Acumen cytometry, 40 h | Potency, µM (highest dose often 46.1 µM), inactives show top-dose activity change, negative = inhibition, usual class: inhibitors | 1.1% of 220,000 active; note: % is set by controls: 0 for no effect and ±100 for the full control effect; nearly all actives have a fitted effect of over 60% in size
#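 PC12 cells with ecdysone-inducible HTT exon1 Q103-GFP, induced by 100 nM tebufenozide, given compounds in a concentration series. GFP aggregates (1–25 um, 6 SD above background) counted in lysates by laser-scanning cytometry, 488 nm excitation.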
# KDM4E inh – JMJD2E (human) inhibition; B2RXH2; JMJD2E catalytic domain, FDH-coupled NADH fluorescence (FDH is formaldehyde dehydrogenase); Potency, µM (series often up to 57.1 µM), for inactives: at the top dose activity change, negative = inhibition, hits mostly inhibitors; 1.6% of 230,000 active; active = well fitted inhibition curve with a large enough effect, not every such curve was filed as active; inconclusive = small, poorly fitted or top-dose-only effect, or another doubt; inactive = no such curve, though single readings can be large or run the other way;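 note: 0% = wells with enzyme and -100% = buffer wells without enzyme; nearly all actives have a fitted effect of over 50% in size; many of its hits are not listed in these tables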
# Target sequence (B2RXH2 1-337 limits assumed): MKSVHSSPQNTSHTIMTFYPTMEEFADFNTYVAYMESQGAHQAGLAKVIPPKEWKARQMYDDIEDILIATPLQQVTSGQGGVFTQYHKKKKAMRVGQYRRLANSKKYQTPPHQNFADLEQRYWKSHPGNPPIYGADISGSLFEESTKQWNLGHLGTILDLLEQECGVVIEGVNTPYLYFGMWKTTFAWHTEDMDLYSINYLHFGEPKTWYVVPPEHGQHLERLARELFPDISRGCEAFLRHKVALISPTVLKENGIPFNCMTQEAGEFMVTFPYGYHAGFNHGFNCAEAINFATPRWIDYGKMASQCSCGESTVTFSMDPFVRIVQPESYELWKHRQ
# Tau FP inhib – inhibitors of human tau fibril formation; K18 P301L tau heparin fibrillization, Alexa594 FP, 6 h; Potency, µM (top dose mostly 57.7 µM), without a hit: at the top dose activity, negative = inhibition, most hits filed as inhibitors; 0.39% of 280,000 active; AID 1468; note: % is set by controls: 0 for no effect and ±100 for the full control effect; nearly all actives have a fitted effect of over 55% in size
# Target sequence (P10636 561-689 P618L limits assumed): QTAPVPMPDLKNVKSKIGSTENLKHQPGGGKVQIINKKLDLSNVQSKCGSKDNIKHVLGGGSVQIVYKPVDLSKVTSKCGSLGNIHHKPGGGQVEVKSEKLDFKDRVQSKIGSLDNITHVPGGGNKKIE
#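 Quantitative HTS format: compounds meet 15 uM recombinant K18 P301L tau and Alexa 594-tau tracer in 100 mM sodium acetate pH 7; 20 uM heparin triggers fibrillization at 37 C over 6 hr; FP gives the signal.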
# HTT cytoprotect – protects HTT-Q103 PC12 cells, measured by ATP; 0.14% of 230,000 active; Potency, µM (series often up to 56.4 µM), without a hit: cytoprotection (ATP increase), hits mostly activators; PC12 HTT-Q103 induced, cytoprotection, ATP luminescence, 40 h;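 note: % of control where 0% means no effect; nearly all actives have a fitted effect of over 45% in size; toxic huntingtin expression switched on by the ecdysone agonist tebufenozide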
#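 Cells were plated at 1500 per well in phenol red-free DMEM with 5% equine and 5% calf serum. Tebufenozide (100 nM final) and compounds were added, then ATPlite reagent, and luminescence was read.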
# Tau ThT inhib – inhibitors of human tau fibril formation, thioflavin T binding; 2.1% of 270,000 active; recombinant tau K18 P301L, heparin-induced fibrillization, ThT fluorescence; P10636; Potency, µM (titrated, usually from 57.4 µM), without a hit: top-dose activity, negative = inhibition, usual class: inhibitors; note: % is set by controls: 0 for no effect and ±100 for the full control effect; nearly all actives have a fitted effect of over 55% in size
#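 K18 P301L tau (15 uM + 0.24 uM Alexa 594-tagged), heparin 20 uM, NaOAc pH 7, 6 h 37 C; ThT 30 uM, 1 h RT, ex 450/em 510 nm.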
# ALDH1A1 inh – ALDH1A1 (human) enzyme inhibition; P00352; Purified ALDH1A1, NADH fluorescence, propionaldehyde substrate; 7.3% of 220,000 active; Potency, µM (series often up to 75.3 µM), for inactives: top-dose activity, negative = inhibition, most hits filed as inhibitors; active = well fitted inhibition curve with a large enough effect, not every such curve was filed as active; inconclusive = small, poorly fitted or top-dose-only effect, or another doubt; inactive = no such curve, though single readings can be large or run the other way;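 note: plate controls were no enzyme wells and a reference inhibitor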
# Target sequence (P00352 whole entry, looked up): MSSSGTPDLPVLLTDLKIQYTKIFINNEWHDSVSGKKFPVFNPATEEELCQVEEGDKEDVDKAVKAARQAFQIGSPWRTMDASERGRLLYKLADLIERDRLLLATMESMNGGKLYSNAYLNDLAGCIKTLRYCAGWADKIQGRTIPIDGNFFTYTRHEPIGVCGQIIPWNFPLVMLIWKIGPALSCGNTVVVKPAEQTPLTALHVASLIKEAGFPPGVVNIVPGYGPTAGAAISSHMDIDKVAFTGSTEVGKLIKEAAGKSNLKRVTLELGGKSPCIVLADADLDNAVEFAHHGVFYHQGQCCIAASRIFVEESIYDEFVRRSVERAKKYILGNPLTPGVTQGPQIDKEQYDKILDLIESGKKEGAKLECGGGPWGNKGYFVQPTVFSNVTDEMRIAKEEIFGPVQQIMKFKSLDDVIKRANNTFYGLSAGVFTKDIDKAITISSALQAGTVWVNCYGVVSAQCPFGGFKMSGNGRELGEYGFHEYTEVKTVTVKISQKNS
# Tau fluor counter – counter-screen for tau fibril formation inhibitors. tau K18 P301L Alexa594 fluorescence, heparin fibrillization. AID 1463. 0.93% of 280,000 active. Potency, µM (series often up to 57.7 µM), for the others: at the top dose activity change, negative = decrease; note: % is set by controls: 0 for no effect and ±100 for the full control effect; nearly all actives have a fitted effect of over 55% in size
#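 Human tau K18 P301L (15 uM unlabeled, 0.24 uM Alexa 594-labeled) in 100 mM sodium acetate pH 7 with 20 uM heparin, 6 hr at 37 C. ThT 30 uM added, 1 hr ambient; Alexa 594 FP and total fluorescence read at 555/632 nm.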
# SMN2 splice enh – enhancers of SMN2 splice variant expression | HEK293 SMN2-luciferase splicing reporter, luminescence, 30-36 h | Potency, µM (highest dose often 46.1 µM), for the others: at the highest dose activity change, positive = activation, hits mostly activators | 2.8% of 210,000 active; note: % of control where 0% means no effect; nearly all actives have a fitted effect of over 55% in size
#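 HEK293 cells carry an SMN2 minigene-luciferase reporter in which exon 7 inclusion puts luciferase in frame. Cells were seeded at 2000 cells/well, attached for 10-12 hours, then exposed to compounds for 30-36 hours at 37C before ONE-Glo luminescence.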
# The depositor's hits bear a star; ? = inconclusive; nt = not tested or not shown; [ ] = remark or other dose. Unless noted, calls come from the whole dose curve; as a rule, active = well fitted curve in the direction sought with a large enough effect; inconclusive = small, poorly fitted or top-dose-only effect, or another doubt; inactive = no such curve, though single readings can be large; an effect the other way counts as inactive or inconclusive. Potency is the fitted concentration of half-maximal effect. Only part of the results is shown (hit frequency here may not be typical).
# The first seven records as a preview:
SMILES,HttQ103 aggreg,KDM4E inh,Tau FP inhib,HTT cytoprotect,Tau ThT inhib,ALDH1A1 inh,Tau fluor counter,SMN2 splice enh
Cc1cccc(C(=O)Nc2ccccc2SCC(=O)Nc2ccc(C)c(Cl)c2)c1,-16.4%,-13.7%,?,-12.2%[10 µM],-2.3%,?,-19.8%,-21.1%
C/C(N)=C(/C#N)C(=O)CSc1ccc2c(c1)OCCO2,-8.9%,2.6%,-0.9%,-25.7%,-7.6%,-13.4%,-6.5%,12.6µM*
COC(=O)C1C(=O)C=C(Nc2ccc(F)cc2)CC1c1ccc(OC)cc1 (stereo unspecified),10.5%,1.1%,9.1%,-0.7%[10 µM],-2.5%,?,-7.2%,4.8%[1.84 µM]
O=C(CCCSc1nc2ccccc2[nH]1)N1CCN(c2ccc([N+](=O)[O-])cc2)CC1,?,-5.4%,-6.0%,0.3%,0.794µM*,?,-18.9%,-83.6%[inhibitor]
CCCC1CCC(c2ccc(C(N)=O)cc2)CC1 (stereo unspecified),-14.2%,2.0%,0.0%,-18.2%,-16.6%,7.2%,-7.0%,-5.4%
COc1ccc(-c2cc(=O)c3ccccc3s2)cc1,-20.5%,-21.9%,-1.7%,-100.9%[inhibitor][10 µM],?,?,-13.3%,3.98µM*
COC(=O)CCSc1nc2sc3c(c2c(=O)n1Cc1ccccc1)CCC(C(C)(C)C)C3 (stereo unspecified),nt,nt,-7.4%,nt,-17.6%,nt,-20.5%,13.1%

# The list itself, previewed entries included:
SMILES,HttQ103 aggreg,KDM4E inh,Tau FP inhib,HTT cytoprotect,Tau ThT inhib,ALDH1A1 inh,Tau fluor counter,SMN2 splice enh
Cc1cccc(C(=O)Nc2ccccc2SCC(=O)Nc2ccc(C)c(Cl)c2)c1,-16.4%,-13.7%,?,-12.2%[10 µM],-2.3%,?,-19.8%,-21.1%
C/C(N)=C(/C#N)C(=O)CSc1ccc2c(c1)OCCO2,-8.9%,2.6%,-0.9%,-25.7%,-7.6%,-13.4%,-6.5%,12.6µM*
COC(=O)C1C(=O)C=C(Nc2ccc(F)cc2)CC1c1ccc(OC)cc1 (stereo unspecified),10.5%,1.1%,9.1%,-0.7%[10 µM],-2.5%,?,-7.2%,4.8%[1.84 µM]
O=C(CCCSc1nc2ccccc2[nH]1)N1CCN(c2ccc([N+](=O)[O-])cc2)CC1,?,-5.4%,-6.0%,0.3%,0.794µM*,?,-18.9%,-83.6%[inhibitor]
CCCC1CCC(c2ccc(C(N)=O)cc2)CC1 (stereo unspecified),-14.2%,2.0%,0.0%,-18.2%,-16.6%,7.2%,-7.0%,-5.4%
COc1ccc(-c2cc(=O)c3ccccc3s2)cc1,-20.5%,-21.9%,-1.7%,-100.9%[inhibitor][10 µM],?,?,-13.3%,3.98µM*
COC(=O)CCSc1nc2sc3c(c2c(=O)n1Cc1ccccc1)CCC(C(C)(C)C)C3 (stereo unspecified),nt,nt,-7.4%,nt,-17.6%,nt,-20.5%,13.1%
CCN(C)Cc1c(C(=O)N2CCc3ccccc3C2)nc2ccc(Cl)cn12,-1.3%,-3.7%,3.8%,-23.3%,-11.6%,-15.2%,-1.0%,nt
CC(C)C(=O)Nc1ccc(C(=O)NC2CCSC2=O)cc1 (stereo unspecified),19.8%,2.6%,-2.8%,-3.1%,-12.1%,-7.1%,-5.4%,-12.2%
CC1=C(C#N)C2(O)C(=O)c3ccccc3C2(O)N1 (stereo unspecified),-13.2%,8.2%,-6.9%,-25.8%,-16.2%,?,-1.4%,2.1%
Cc1cccc(-n2c(SCC(=O)NC3CCCC3)nnc2-c2ccoc2C)c1,0.2%,5.3%,2.4%,0.2%[10 µM],3.6%,-1.9%,2.9%,-6.6%
Cc1ccccc1N=C1NN=C(c2ccccc2F)CS1,-31.7%,-2.7%,?,-1.2%[10 µM],28.2µM*,?,-29.7%,11.2µM*
CCOC(=O)c1c(NC(=O)CSc2nncs2)sc(C)c1-c1ccccc1,?,-4.9%,4.9%,nt,?,?,-15.4%,nt
CCOC(=O)/C(C#N)=C/c1ccc(N2CCCCC2)cc1,nt,-5.5%,8.3%,nt,?,?,-25.5%,6.4%
COc1ccc(-c2cc(=O)[nH]c(=O)[nH]2)cc1,-23.7%,11.6%,1.3%,-24.0%[10 µM],-0.9%,2.2%,2.1%,-6.6%
Cc1cc(=O)c2ccc(Cl)cc2[nH]1,-14.3%,2.0%,1.8%[126 µM],-26.5%[96.6 µM],-6.9%[126 µM],2.0%[120 µM],-3.6%[126 µM],-9.3%
CCOC(=O)c1ccc(NC(=O)CC2C(=O)N(c3cccc(OC)c3)C(=O)N2C2CCCCC2)cc1 (stereo unspecified),nt,nt,-16.6%,nt,-0.1%,nt,?,1.9%
COc1cccc(CC(=O)Nc2nc3ccccc3[nH]2)c1,-18.2%[9.22 µM],0.5%,2.0%,-45.2%[inhibitor],5.1%,1.7%,3.7%,-0.2%
Cc1ccc(NC(=O)c2cc3cccc([N+](=O)[O-])c3[nH]2)cc1,-1.6%[9.22 µM],-9.0%,4.4%,-6.2%[10 µM],?,-12.2%,?,nt
CCc1cccc(CC)c1NC(=O)CCCSc1nc2ccccc2s1,1.9%,-3.2%,-8.0%,14.1%[10 µM],-14.3%,11.1%,-9.4%,nt
CS(=O)(=O)N1CCN(c2ccc(C(=O)N3CCOCC3)cc2[N+](=O)[O-])CC1,18.6%[9.22 µM],-10.0%,0.1%,-10.6%,2.3%,11.2%,3.0%,-1.4%
COc1ccc(NC(=O)Cn2cc(S(=O)(=O)c3ccc(C)cc3)c(=O)c3ccccc32)cc1OC,nt,nt,5.9%,nt,3.5%,nt,?,-13.6%
COc1ccc(CC(=O)NNC(=O)COc2ccc3ccccc3c2)cc1,-4.9%,-11.0%,0.5%,37.8%[10 µM],6.9%,5.8%,5.5%,4.6%
COc1cccc(N(CC(=O)NCc2cccnc2)S(C)(=O)=O)c1,0.9%,-2.8%,-2.2%,1.0%,-6.3%,-2.4%,-5.7%,-1.7%
C=CCN(CC=C)S(=O)(=O)c1ccc2nsnc2c1,?,11.5%,-11.4%,-7.8%,-6.8%,-8.9%,-9.8%,-2.8%
CCCCCC(=O)N1CCCC1,2.8%[9.22 µM],-8.0%,1.1%,3.5%[10 µM],-2.1%,-4.9%,-1.2%,nt
CCCc1nc(SCC(=O)N2CCN(c3ccccc3)CC2)c2c(=O)n(C)c(=O)n(C)c2n1,-13.8%,4.8%,6.4%,-25.1%,-10.3%,4.0%,-0.4%,-44.1%[inhibitor]
COc1ccc2c(c1)sc(N)[n+]2Cc1cc(C)cc2cccnc12,-31.8%,0.4%,7.4%,-56.8%[inhibitor][10 µM],0.6%,?,3.4%,-65.4%[inhibitor]
COc1ccc(/C=N/NC(=O)C(=O)NCc2cccnc2)cc1OC,-0.8%,-3.4%,-6.8%,-21.4%,-5.3%,10.1%,-1.2%,4.4%
CC(=O)NC(C)C12CC3CC(CC(C(=O)O)(C3)C1)C2 (stereo unspecified),-2.4%,11.4%,-3.0%,1.5%[0.074 µM],-3.0%,3.2%,-2.2%,11.8%
CCc1ccccc1NC(=O)CC1S/C(=N\c2nccs2)N(CC)C1=O (stereo unspecified),4.9%,2.8%,-2.2%,-2.3%,-5.2%,-4.8%,-10.9%,-11.4%
CNC(=S)Nn1cnc2ccccc21,15.0%[9.22 µM],2.3%,2.8%,25.4%[10 µM],nt,nt,23.2%,nt
Cc1ccc(-c2[nH]ncc2/C=C(\C#N)C(=O)NC2CCCCC2)cc1,?,-25.7%,?,-48.3%[inhibitor],-5.0%,?,-23.5%,-23.7%
c1ccc(-c2noc(COc3ccc4c(c3)OCO4)n2)cc1,-13.6%,-0.4%,-7.4%,-9.4%,-12.2%,-5.6%,-13.9%,14.1µM*
COc1ccc(-c2csc(/C(C#N)=C/Nc3cc4oc5ccccc5c4cc3OC)n2)cc1,5.5%,?,7.0%,-8.0%,-1.2%,5.9%,-13.1%,-0.6%
Cc1cc2cc(CNC(=S)Nc3ccc(OC(F)F)cc3)ccc2n1C,14.5%,-8.3%,-10.2%,nt,-9.3%,?,?,-30.1%[inhibitor]
CCN(CC)S(=O)(=O)c1ccc(C(=O)OCC(=O)NCCN2C(=O)CSC2=O)cc1,-3.3%,-22.4%,4.6%,?,-1.6%,?,0.3%,19.3%
O=C1NC2C(NC(=O)N2C2CCCCC2)N1C1CCCCC1 (stereo unspecified),-5.0%,-5.7%,-4.5%,-13.1%[10 µM],-0.1%,8.4%,1.6%,-9.6%
Cc1cc(Nc2cccc(F)c2)n2ncnc2n1,-1.9%,0.1%,2.0%,-9.0%,-8.0%,12.8%,-7.3%,15.8%
CN(C)S(=O)(=O)c1ccc(N=Cc2c(C(F)(F)F)[nH][nH]c2=O)cc1,6.5%,-5.4%,-0.2%,-4.5%,-2.2%,3.6%,3.9%,-1.6%
COc1cccc(/C=N/NC(=O)CN(C2=NS(=O)(=O)c3ccccc32)c2ccccc2)c1,?,-26.4%,-1.4%,nt,2.5%,6.5%,-9.6%,10.4%
Cc1ncsc1C(=O)N1N=C2/C(=C/c3ccccc3)CCCC2C1c1ccccc1 (stereo unspecified),?,?,-1.9%,-75.4%[inhibitor],-12.4%,?,-3.3%,14.7%
CCC1(C)NC(=O)N(CC(=O)Nc2sc3c(c2C(N)=O)CCC3)C1=O (stereo unspecified),-1.5%,?,-2.2%,1.7%,?,?,-10.6%,-9.1%
COc1cccc(C(c2c(C)[nH]n(-c3ccccc3)c2=O)c2c(C)[nH]n(-c3ccccc3)c2=O)c1O,-8.4%,-19.2%,0.5%,-12.3%,-17.6%,-1.1%,-3.7%,2.3%
CC(=O)N1CCCN(Cc2cn(-c3ccc(C)cc3)nc2-c2ccc(F)cc2)CC1,14.9%[9.22 µM],-1.1%,2.0%,-14.5%[10 µM],-1.3%,?,-0.6%,nt
CC1CCN(C(c2ccc(N(C)C)cc2)c2nnnn2C(C)(C)C)CC1 (stereo unspecified),-1.7%,?,-4.3%,-4.2%[10 µM],10µM*,?,?,nt
